# ERG Ets-DNA blk: qHTS for Small Molecule Inhibitors of the ERG Ets/DNA interaction. 370,000 compounds, 0.028% hits. Transcriptional regulator ERG (Homo sapiens), P11308. fluorescence polarization, His-ERG Ets domain / labelled DNA. Potency, µM (doses to about 76.9 µM), without a hit: at the top dose FP activity, negative = inhibition, most hits filed as inhibitors; active = well fitted inhibition curve with a large enough effect in the polarisation, with a control signal flat; inconclusive = small, poorly fitted or top-dose-only effect, or effect the other way, or a change in a side signal; inactive = no such curve, though single readings can be large or run the other way; the % refers to the polarisation;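 note: polarization taken with two DNA probes labelled with fluorescein and Texas red; potency is the fitted concentration of half-maximal effect; % of control where 0% means no effect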
# Target sequence (P11308 whole entry, looked up, the tested form may be a part): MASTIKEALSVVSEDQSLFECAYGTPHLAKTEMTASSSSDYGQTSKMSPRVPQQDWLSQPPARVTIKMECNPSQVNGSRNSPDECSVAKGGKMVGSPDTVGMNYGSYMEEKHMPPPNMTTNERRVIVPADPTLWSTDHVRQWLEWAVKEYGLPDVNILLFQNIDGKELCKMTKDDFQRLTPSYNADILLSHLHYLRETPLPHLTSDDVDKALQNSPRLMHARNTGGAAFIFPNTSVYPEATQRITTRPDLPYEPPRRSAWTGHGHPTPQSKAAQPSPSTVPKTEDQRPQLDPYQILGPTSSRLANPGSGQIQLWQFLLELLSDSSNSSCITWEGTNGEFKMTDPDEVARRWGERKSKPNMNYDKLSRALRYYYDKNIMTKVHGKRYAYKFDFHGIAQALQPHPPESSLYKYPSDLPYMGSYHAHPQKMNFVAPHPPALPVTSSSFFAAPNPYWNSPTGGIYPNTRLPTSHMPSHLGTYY
#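 His-tagged ERG Ets domain (1 uM in the protein solution; 300mM KCl, 50mM Tris-HCl, 1mM EDTA, 1mM DTT, pH 7.5) received compound, then a probe mix of 5 nM fluorescein-DNA and 100nM Texas-615-DNA. Fluorescence polarization was read for both dyes.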
# G9a inh: qHTS Assay for Inhibitors of Histone Lysine Methyltransferase G9a. G9a H3K9 monomethylation, AlphaScreen, 2 h. 350,000 compounds, 8.8% hits. Histone-lysine N-methyltransferase EHMT2 (Homo sapiens), Q96KQ7. Potency, µM (highest dose often 102 µM), for inactives: at the top dose activity, negative = inhibition, actives largely listed as inhibitors; note: potency is the fitted concentration of half-maximal effect; % is set by controls: 0 for no effect and ±100 for the full control effect; nearly all actives have a fitted effect of over 75% in size
#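 Signal arises when biotinylated H3K9 peptide, once monomethylated, bridges streptavidin donor and antibody-captured acceptor beads. Enzyme at 20 nM was preincubated 15 min with test compounds; peptide 500 nM and SAM 20 uM then reacted for 2 h.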
# 12-LOX inh: Primary qHTS assay for inhibitors of human arachidonate 12S-lipoxygenase (ALOX12): Round 2 | Polyunsaturated fatty acid lipoxygenase ALOX12 (Homo sapiens), P18054 | purified 12hLO, xylenol orange hydroperoxide absorbance | Potency, µM (series often up to 108 µM), without a hit: top-dose activity change, negative = inhibition, usual class: inhibitors | 580,000 compounds, 1.1% hits | AID 1671190, 2021; note: potency is the fitted concentration of half-maximal effect; % is set by controls: 0 for no effect and ±100 for the full control effect
#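 Hydroperoxide product was detected by ferrous iron/xylenol orange as the 573 to 405 nm absorbance ratio. Arachidonic acid at 40 uM (final) was turned over for 30 min at room temperature by 150 nM human 12hLO, pH 7.0 Hepes buffer, after 15 min compound preincubation.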
# GLS inhibitor: qHTS for Inhibitors of Glutaminase (GLS); Glutaminase kidney isoform, mitochondrial (Homo sapiens), O94925; GLS enzymatic activity, qHTS titration; Potency, µM (doses to about 45.5 µM), for inactives: top-dose activity change, negative = inhibition, most hits filed as inhibitors; 410,000 compounds, 0.21% hits; note: potency is the fitted concentration of half-maximal effect; % is set by controls: 0 for no effect and ±100 for the full control effect
#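 hKGA in 45 mM KH2PO4 pH 8.2, 0.02% Tween-20 with pin-transferred compounds; 1 mM L-glutamine (stock) plus glutamate oxidase/HRP/Amplex Red coupling added. Fluorescence read initially and after 30 min at RT.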
# JMJD2A Tudor inh: qHTS Assay for Inhibitors of JMJD2A-Tudor Domain; 390,000 compounds, 4.4% hits; Lysine-specific demethylase 4A (Homo sapiens), O75164; AlphaScreen JMJD2A-Tudor / H3K4me3 peptide binding; AID 504339, 2011; Potency, µM (doses to about 114 µM), for the others: at the highest dose activity change, negative = inhibition, usual class: inhibitors; note: potency is the fitted concentration of half-maximal effect; % is set by controls: 0 for no effect and ±100 for the full control effect; nearly all actives have a fitted effect of over 50% in size
# PI4K2A inh: qHTS for small molecular inhibitors of PI4K2A; activity change, negative = inhibition, % at 76.9 µM; Phosphatidylinositol 4-kinase type 2-alpha (Homo sapiens), Q9BTU6; 420,000 compounds, 0.13% hits; purified PI4K2A, ADP-Glo luminescence, 1 h; stronger effect = lower value; in the data active = activity change below about -50%; inconclusive = mostly about -30% to -49%;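 note: -100% = wells without enzyme as full effect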
# Target sequence (Q9BTU6 whole entry, looked up): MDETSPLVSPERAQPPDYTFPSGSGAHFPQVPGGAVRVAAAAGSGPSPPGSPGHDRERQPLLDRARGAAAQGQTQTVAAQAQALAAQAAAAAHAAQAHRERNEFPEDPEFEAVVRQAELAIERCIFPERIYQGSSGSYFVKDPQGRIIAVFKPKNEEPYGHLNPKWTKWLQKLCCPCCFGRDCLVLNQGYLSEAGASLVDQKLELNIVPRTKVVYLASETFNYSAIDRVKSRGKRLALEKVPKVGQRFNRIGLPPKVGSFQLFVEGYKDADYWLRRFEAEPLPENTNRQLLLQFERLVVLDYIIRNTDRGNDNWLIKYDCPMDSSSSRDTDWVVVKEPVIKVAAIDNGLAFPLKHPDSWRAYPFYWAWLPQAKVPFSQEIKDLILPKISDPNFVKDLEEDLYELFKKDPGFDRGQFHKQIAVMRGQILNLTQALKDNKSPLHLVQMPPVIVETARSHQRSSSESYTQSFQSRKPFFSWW
#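 Compounds are screened against recombinant PI4K2A using PI as substrate and ATP, the latter dispensed at 300 microM. Reactions run one hour at ambient temperature before ADP-Glo detection; full inhibition defined by wells lacking enzyme.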
# BAZ2B inh: qHTS Assay for Inhibitors of BAZ2B | Bromodomain adjacent to zinc finger domain protein 2B (Homo sapiens), Q9UIF8 | AlphaScreen BAZ2B-H3K14Ac peptide displacement | Potency, µM (doses to about 114 µM), inactives show top-dose activity change, negative = inhibition, usual class: inhibitors | 360,000 compounds, 4.4% hits; note: potency is the fitted concentration of half-maximal effect; % is set by controls: 0 for no effect and ±100 for the full control effect; nearly all actives have a fitted effect of over 60% in size
#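 Complex of BAZ2B and biotin-H3K14Ac (50 nM apiece) forms over 30 min at RT, then faces library compounds up to 110 uM for another 30 min; AlphaScreen beads added, 20 min dark incubation, luminescence read.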
# RGS4 inhibitor: Inhibitors of Regulator of G Protein Signaling (RGS) 4: qHTS; Transcreener GDP fluorescence polarization, RGS4-accelerated GTP hydrolysis; Potency, µM (top dose mostly 114 µM), for the others: at the highest dose activity change, negative = inhibition, most hits filed as inhibitors; 390,000 compounds, 0.039% hits; AID 504845, 2011; note: potency is the fitted concentration of half-maximal effect; % is set by controls: 0 for no effect and ±100 for the full control effect; nearly all actives have a fitted effect of over 75% in size; some results filed as inactive show a strong effect at the top dose
#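 MLSMR compounds (23 nl, pin-transferred) preincubated 10 min at room temperature with a 500nM (2x) first reagent, then RGS4 at 900nM (2x) plus Transcreener GDP mix added; fluorescence polarization (620/688 nm) read before and after 90 min at 30 °C.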
# HP1b chromo inh: HTS for Inhibitors of HP1-beta Chromodomain Interactions with Methylated Histone Tails | Chromobox protein homolog 1 (Homo sapiens), P83916 | AlphaScreen HP1-beta / biotin-H3K9me3 peptide binding | Potency, µM (titrated, usually from 114 µM), inactives show top-dose activity change, negative = inhibition, usual class: inhibitors | 390,000 compounds, 0.56% hits | AID 540317, 2011; note: potency is the fitted concentration of half-maximal effect; nearly all actives have a fitted effect of over 70% in size; inactives centre near 23
#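 AlphaScreen: HP1-beta (50 nM) preformed 30 min with biotin-H3(1-18)K9me3 peptide (50 nM) in PBS pH 7.4, 0.01% Tween-20. Compound added for 30 min at RT, then streptavidin donor/nickel chelate acceptor beads (10 ug/mL) for 30 min.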
# * marks the source's active call; other numbers are inactive results; ? = inconclusive; . = not tested or not shown; & = joins results of further samples; [ ] = another dose, or the depositor's remark. Unless noted, calls come from the whole dose curve; as a rule, active = well fitted curve in the direction sought with a large enough effect; inconclusive = small, poorly fitted or top-dose-only effect, or another doubt; inactive = no such curve, though single readings can be large; an effect the other way counts as inactive or inconclusive. Only part of the results is shown (hit frequency here may not be typical).
nr | SMILES | ERG Ets-DNA blk | G9a inh | 12-LOX inh | GLS inhibitor | JMJD2A Tudor inh | PI4K2A inh | BAZ2B inh | RGS4 inhibitor | HP1b chromo inh
1 | Cc1cc(N=Nc2ccccc2)c(NCC(O)C(O)C(O)CO)cc1C (stereo not drawn) | 2% | 20µM* | -22% | 28% | 45µM* | -3 | 16µM* | -16% | ?
2 | CC(CNC(=O)Cc1ccc(NC(=O)N2CCSc3ncccc32)cc1)c1ccccc1 (stereo not drawn) | 5% | -29%[59 µM] | ? | 3% | -11% | -8 | -6% | 8% | 16%
3 | CN(c1ccccc1)C(CNS(=O)(=O)c1ccccc1)c1ccccc1 (stereo not drawn) | -3% | 1%[59 µM] | -32% | 27% | -15% | -2 | -20% | -10% | 33%
4 | O=C(Cn1c(N2CCN(c3ccccc3)CC2)nc2ccccc21)c1ccccc1 | -1% | 50µM* | 0% | 0% | -5% | 5 | -11% | 28% | 14%
5 | Cc1ccccc1NC(=O)c1ccc(NC(=O)C2CCCO2)cc1 (stereo not drawn) | -6% | 14% | . | 5% | -27% | 1 | -9% | -1% | 16%
6 | O=C1CCCN1CN(C(=O)c1ccccc1)c1ccccc1 | 2% | 51%[activator][12.7 µM] | 0% | -3% | -15% | 9 | -16% | 8% | 37%
7 | CCc1ccccc1NC(=O)c1ccc(S(=O)(=O)N2CCCC2)cc1 | -6% | 46% | -6% | 0% | 2% | -2 | -12% | 10% | 41%[activator]
8 | O=C(NN1CCOCC1)c1cccc(COc2cccc(Br)c2)c1 | 0% | -5% | -7% | 0% | -23% | 4 | -3% | ? | -12%
9 | O=C(O)Cn1c(=S)sc2ccccc21 | -14% | 71µM* | 7% | 14% | -5% | 0 | 89µM* | -6% | 24%
10 | CC(=O)c1ccc(S(=O)(=O)N2CCC3(CC2)OCCO3)cc1 | -8% | . | 18% | -2% | 2% | 4 | -4% | -18% | 21%[57 µM]
11 | COc1ccc(CCNC(=O)c2ccc(NS(=O)(=O)c3c(C)noc3C)cc2)cc1OC | 5% | -21% | 0% | 15% | -9% | 5 | -8% | 3% | 12%
12 | O=[N+]([O-])c1ccc(Sc2cccc[n+]2[O-])c2nonc12 | -6% | 0.5µM* | -42% | 11µM* | 20µM* | ? | 56µM* | -117% | 7.9µM*
13 | CC(C)CCn1c(N2CCOCC2)nc2c1c(=O)n(CC(N)=O)c(=O)n2C | 2% | 13%[59 µM] | 0% | 2% | -14% | 3 | -2% | -36% | 12%
14 | COc1ccc(S(=O)(=O)N2CCCC2C(=O)Nc2nccs2)cc1 (stereo not drawn) | 2% | 7%[59 µM] | ? | -3% | -16% | -8 | 4% | -11% | 21%
15 | Cn1c(NNC(=O)C(c2ccccc2)c2ccccc2)cc(=O)n(C)c1=O | -3% | -33% | 1% | 8.9µM* | -3% | 0 | 0% | 9% | 13%
16 | CC1Cc2nc(SCC(=O)N3CCOCC3)n(-c3ccccc3)c(=O)c2S1 (stereo not drawn) | -6% | 8% | 8% | -1% | 3% | 5 | 11% | -18% | 52%[activator]
17 | CN(CC(=O)Nc1ccc(N2CCOCC2)cc1)C(=O)C12CC3CC(CC(C3)C1)C2 | -6% | 2%[0.501 µM] | -13% | 39%[activator] | -14% | -6 | 3% | 23% | -19%
18 | CC(C)[C@H](NC(=O)c1ccco1)C(=O)OCC(=O)Nc1ccc(F)cc1 | -9% | 17% | -3% | 5% | -7% | -1 | . | 11% | 14%
19 | O=C(NCc1ccc(F)cc1)Nc1ccccc1 | 8% | 36% | -6% | -6% | 2% | -4 | -21% | -9% | 42%[activator]
20 | N=c1c(C(=O)NCC2CCCO2)cc2c(=O)n3ccccc3nc2n1Cc1ccccc1Cl (stereo not drawn) | 7% | . | -18% | -5% | -6% | -8 | -6% | 15% | 14%[57 µM]

# Compound profiles, from the list above:
# Record of O=C(NCc1ccc(F)cc1)Nc1ccccc1 = ERG Ets-DNA blk = 8%; G9a inh = 36%; 12-LOX inh = -6%; GLS inhibitor = -6%; JMJD2A Tudor inh = 2%; PI4K2A inh = -4; BAZ2B inh = -21%; RGS4 inhibitor = -9%; HP1b chromo inh = 42%[activator]
# Record of CN(c1ccccc1)C(CNS(=O)(=O)c1ccccc1)c1ccccc1 (stereo not drawn) = ERG Ets-DNA blk = -3%; G9a inh = 1%[59 µM]; 12-LOX inh = -32%; GLS inhibitor = 27%; JMJD2A Tudor inh = -15%; PI4K2A inh = -2; BAZ2B inh = -20%; RGS4 inhibitor = -10%; HP1b chromo inh = 33%

# The listing continues.
nr | SMILES | ERG Ets-DNA blk | G9a inh | 12-LOX inh | GLS inhibitor | JMJD2A Tudor inh | PI4K2A inh | BAZ2B inh | RGS4 inhibitor | HP1b chromo inh
21 | O=C(NC(=S)Nc1cccc(Cl)c1N1CCCCC1)c1cccs1 | -3% | -26% | ? | 1% | 56µM* | 3 | -28%[57.1 µM] | -49% | ?
22 | CC1CCN(C(=O)C2CCN(C(=O)c3cc4sccc4n3Cc3ccc(F)cc3)CC2)CC1 | -4% | ? | ? | 8% | -34% | -2 | ? | 1% | -23%
23 | c1cn2cc(-c3ccc4c(c3)OCO4)nc2s1 | -3% | 20%[2.33 µM] | ? | . | -27% | -8 | ? | ? | ?
24 | CCC(=O)N1CCc2cc(Br)cc(S(=O)(=O)NCCc3ccccc3Cl)c21 | -25% | 0%[59 µM] | -20% | 2% | -2% | -2 | 1% | 4% | 33%
25 | Cc1ccc([N+](=O)[O-])cc1S(=O)(=O)Nc1ccc(N2CCOCC2)cc1 | 0% | ? | -9% | ? | -28% | 4 | ? | 2% | 6%
26 | Cc1ccc(OCCn2c(SCCO)nc3c(N)ncnc32)cc1 | -2% | 1% | -9% | -14% | 6% | 1 | 1% | 12% | 13%
27 | Cn1cnnc1SC(C(=O)Nc1ccc(F)cc1)c1ccccc1 (stereo not drawn) | 0% | 15% | 1% | -9% | -6% | 0 | 5% | 16% | 28%
28 | COc1ccc(-c2cc(=O)c3c(OC)c(OC)c(OC)c(OC)c3o2)cc1OC | 2% | ? | ? | 4% | -22% | -12 | -23%&-8% | 4% | 20%
29 | COc1cc(Br)cc2cc(C(=O)OC3CCN(C)CC3)c(=O)oc12 | 8% | . | ? | 9% | -7% | 3 | . | -15% | 49%
30 | Cc1cccc(NC(=O)COC(=O)C2COc3ccccc3O2)c1C (stereo not drawn) | -3% | . | -12% | 12% | 1% | 2 | . | -10% | 23%
31 | Cc1nc2ccccc2c(=O)n1N | -6% | 12%[59 µM] | 91%[activator] | 17% | 5% | 2 | -1% | 0% | 20%
32 | CCCn1c(N)c(N(CCOC)C(=O)c2c(CC)noc2C)c(=O)[nH]c1=O | 3% | -7% | 0% | -2% | -2% | -1 | -18% | -13% | 30%
33 | COc1cc(C(=O)NNC(=O)C2CC2)cc(OC)c1OC | 0% | . | 1% | -2% | 14% | 3 | -13% | 6% | 48%[activator]
34 | O=[N+]([O-])c1ccc(C[n+]2cc(-c3ccc(Cl)c(Cl)c3)n3c2CCCCC3)cc1 | 19% | . | ? | -3% | -23% | -6 | ? | -11% | 16%
35 | COc1ccc(Nc2nnc(SCC(=O)Nc3ccc4[nH]c(=O)[nH]c4c3)s2)cc1 | 6% | 16µM* | 8% | 1% | -26% | -16 | -5% | -26%[56.9 µM] | 18%
36 | O=C(Nc1ccc2oc(-c3cccc(F)c3)nc2c1)c1ccc2ccccc2c1 | 0% | ? | ? | -2% | 0% | 1 | 5% | 6% | 20%
37 | CCOc1cc(/C=C2/C(=O)ON=C2C)ccc1OCc1ccc(F)cc1 | -2% | ? | ? | -5% | 5% | 2 | -24% | ? | 10%
38 | CCc1ccc(-n2c(SCc3c(C)noc3C)nnc2-c2ccncc2)cc1 | -7% | ? | 144%[activator] | 8% | -3% | -1 | 10% | -17% | 49%[activator]
39 | CC(=O)N1CCc2cc(S(=O)(=O)CCC(=O)Nc3ccccc3F)ccc21 | 13% | ? | -12% | 11% | 50µM* | -3 | -23% | -44%[56.9 µM] | -19%

# Structures listed above shown as hits in GLS inhibitor:
nr | SMILES | ERG Ets-DNA blk | G9a inh | 12-LOX inh | GLS inhibitor | JMJD2A Tudor inh | PI4K2A inh | BAZ2B inh | RGS4 inhibitor | HP1b chromo inh
12 | O=[N+]([O-])c1ccc(Sc2cccc[n+]2[O-])c2nonc12 | -6% | 0.5µM* | -42% | 11µM* | 20µM* | ? | 56µM* | -117% | 7.9µM*
15 | Cn1c(NNC(=O)C(c2ccccc2)c2ccccc2)cc(=O)n(C)c1=O | -3% | -33% | 1% | 8.9µM* | -3% | 0 | 0% | 9% | 13%

# High-throughput results (PubChem)
